Cneo AK release – Cryptococcus neoformans cell lysis inducers, primary screen, AK release luminescence, single concentration; 0.2% of 360,000 active; lysis activity, % at 15 µM; C. neoformans lysis, adenylate kinase release luminescence, 4 h; normalised: neutral wells 0, clomiphene wells 100;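 active means mean lysis activity across replicates of at least 80%, whatever share of replicates individually reach that level; inactive means mean lysis activity below 80%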
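Schedule: static 4 h at 37 °C with compound, 1 h detection; system: C. neoformans cells; benchmarks: Clomiphene as positive control; buffer or medium: fresh YPD medium; measure: luminescence rise reflecting yeast cell lysis; measured by: luminescent adenylate kinase detection reagent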
PGC1a acetyl inh – inhibitors of PGC1a acetylation signal, primary screen, cell-based, U2OS, AlphaScreen, inhibitor mode; AID 651687, 2012; 0.17% of 350,000 active; inhibition, % at 15.6 µM; AlphaScreen anti-acetyl-lysine; with virally co-expressed GCN5 acetyltransferase;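 active means every replicate shows inhibition of at least 40%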;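 further: 0% = neutral control wells and 100% = positive control wells; some results beyond the cut were filed as inactive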
RAD52 anneal inh – RAD52 DNA annealing inhibitors, primary screen, biochemical, FRET, single point, set 2; recombinant RAD52 DNA annealing, FRET fluorescence; inhibition, % at 18.7 µM; 0.46% of 360,000 active; AID 651710, 2012;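 active means every replicate showing at least 50% inhibition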
PglD inh – C. jejuni PglD acetyltransferase inhibitors, primary screen, biochemical, DTNB colorimetric, single point | UDP-N-acetylbacillosamine N-acetyltransferase PglD (Campylobacter jejuni) | AID 602405, 2012 | purified PglD enzyme, DTNB colorimetric CoA detection | 0.098% of 360,000 active | inhibition, % at 12.5 µM; in the data active means inhibition above about 16%, passing the limit was not always enough; further: strong numbers were not always called active
RAD54 branch – inhibitors of human RAD54 branch migration, primary screen, biochemical, fluorescence, single point. DNA repair and recombination protein RAD54-like (Homo sapiens), Q92698. RAD54 Holliday junction branch migration, FAM/BHQ fluorescence. inhibition, % at 10.4 µM. 0.14% of 360,000 active. AID 602329, 2012;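 active means mean normalized replicate activity at least 40 and at least half of replicates scoring 40 or more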;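 further: 0% = median of neutral control wells and 100% = median of positive control wells; inhibitors cause a drop in the FAM fluorescence signal; in these data hits start at about 50%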
Target sequence (Q92698 whole entry, looked up): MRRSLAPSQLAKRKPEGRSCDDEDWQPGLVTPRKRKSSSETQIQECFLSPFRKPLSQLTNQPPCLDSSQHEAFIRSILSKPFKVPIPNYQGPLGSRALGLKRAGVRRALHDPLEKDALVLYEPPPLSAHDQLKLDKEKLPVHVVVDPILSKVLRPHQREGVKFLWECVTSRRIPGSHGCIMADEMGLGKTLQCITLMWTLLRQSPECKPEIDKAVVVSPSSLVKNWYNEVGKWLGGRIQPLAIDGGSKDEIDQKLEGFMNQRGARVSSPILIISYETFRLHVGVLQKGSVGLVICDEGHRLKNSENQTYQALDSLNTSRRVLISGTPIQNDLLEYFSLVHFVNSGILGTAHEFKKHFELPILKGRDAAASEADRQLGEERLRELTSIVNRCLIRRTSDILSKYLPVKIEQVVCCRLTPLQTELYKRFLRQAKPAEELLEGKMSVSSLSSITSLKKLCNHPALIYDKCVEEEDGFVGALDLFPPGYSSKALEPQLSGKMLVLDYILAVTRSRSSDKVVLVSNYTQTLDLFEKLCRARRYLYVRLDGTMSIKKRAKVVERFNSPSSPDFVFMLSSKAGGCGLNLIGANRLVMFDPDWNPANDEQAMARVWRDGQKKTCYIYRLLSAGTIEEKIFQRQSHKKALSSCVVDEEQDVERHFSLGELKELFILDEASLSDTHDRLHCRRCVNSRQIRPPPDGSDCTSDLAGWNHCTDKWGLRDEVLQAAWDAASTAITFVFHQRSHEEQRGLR
miR-122 sensor – miR-122 Renilla sensor signal increase in Huh7, primary screen, miR-122 inhibitor project, cell-based, single point, plate reader; Huh7 miR-122 Renilla luciferase sensor, 48 h; neutral wells = 0, positive control = 100; AID 602342, 2012; 0.3% of 340,000 active; activation (reporter increase), % at 12.5 µM;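 active means mean replicate activation score at least 90 and every replicate individually at or above 90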;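 further: higher luciferase means less miR-122 activity so hits act as miR-122 inhibitors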
E-selectin induc – E-selectin induction in HUVECs, primary screen, imaging, HUVEC, immunofluorescence imaging, single point. P16581. normalized: neutral wells 0, TNF-alpha wells 100. activation, % at 7.58 µM. 0.37% of 260,000 active. AID 686992, 2013;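 active means mean E-selectin-positive cell signal at least 10% of the positive control, reached in at least 60% of replicates, without over 20% cell loss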;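 further: in these data hits start at about 27%; measured in HUVEC primary endothelial cells; signal is the percent of cells scored E-selectin positive by PE staining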
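Material: HUVEC primary endothelial cells; Amount: 3,000 cells per well; Dosing: single concentration; Medium: EGM-2 growth medium on 0.1% gelatin-coated wells; Read-out basis: percent E-selectin-positive cells; Signal: immunofluorescence imaging; Control set: TNF-alpha, DMSO.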
ERAP1 inh – human ERAP1 aminopeptidase inhibitors, primary screen, biochemical, single point, plate reader; Endoplasmic reticulum aminopeptidase 1 (Homo sapiens), Q9NZ08; recombinant ERAP1, Leu-AMC fluorescence, 60 min; inhibition, % at 10.7 µM; 0.15% of 340,000 active;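 active means mean replicate inhibition of at least 30%, or all replicates individually reaching that 30% level; inactive means mean below 30% and not every replicate reaching it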;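 further: 0% = neutral control wells and 100% = L-leucinethiol positive control wells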
The depositor's hits bear a star; . = not tested or not shown; & = joins results of further samples; [ ] = remark or other dose.

SMILES	Cneo AK release	PGC1a acetyl inh	RAD52 anneal inh	PglD inh	RAD54 branch	miR-122 sensor	E-selectin induc	ERAP1 inh
Cc1cc(C(=O)CSc2nncs2)c(C)n1Cc1ccco1	-7	.	-1	4	-10	.	-0.1	-1
Cc1noc(C)c1S(=O)(=O)N(C)C[C@H]1OCc2cnnn2CCCC(=O)N([C@H](C)CO)C[C@@H]1C	2	3&0	9&9	0	3	-4	0.1&-0.2	6&1
Cc1ccc(NC(=O)c2cccnc2)c([N+](=O)[O-])c1	-4	12	4	2	-2	-5	0.2	4
COc1ccc(/C=N/N(C)C2=NS(=O)(=O)c3ccccc32)cc1	-1	-2	-3	-4	2	-7	.	1
O=C1OCCN1C(=O)[C@H]1[C@H](c2ccc(F)cc2)C(c2ccc(F)cc2)=NN1c1ccccc1	3	.	-24	2	-4	-9	0.5	.
CCC(=O)N1[C@@H]2Cn3c(ccc(/C=C/c4ccccc4)c3=O)[C@H]1[C@@H](C(=O)N1CCOCC1)[C@@H]2CO	-4	.	9	4	5	-8[16.7 µM]	-0.2	2
C[C@H](CO)N1C[C@H](C)[C@H](CN(C)C(=O)Nc2ccc(F)cc2)OCCCC[C@H](C)Oc2ccc(N(C)C)cc2C1=O	4	17	0	2	0	-2[16.7 µM]	0.2	2
Cc1cc(C)c(OCC(=O)OC(C)C(=O)N2CCc3ccccc32)c(C)c1 (stereo not given)	1	-8	-9	-2	-2	-2	-0.8	-4
CCCNC(=O)/C(C#N)=C1\N=C(NC(=O)c2ccco2)c2ccccc21	.	12	-61	.	.	-6	0.0	-1
CSc1ccc(-c2nc(CSCC(=O)NCCCN3CCCC3=O)c(C)o2)cc1	2	-4	-15	-1	-5	-4	.	3
N#C/C(=C(/O)CCCl)c1ccccn1	-1	.	.	-7	-2	-1	.	.
CC(C)(C)c1ccccc1OCC(=O)NCc1ccccc1	2	-2	7	5	-2	-2	.	2
O=C(Nc1cccc(/C=C/c2ccccn2)c1)c1ccc(-n2cncn2)c([N+](=O)[O-])c1	-3	-2	-8	-4	-7	1	-0.4	0
COc1cccc(NC(=O)Nc2ccc3c(c2)C(=O)N(C)C[C@@H](OC)[C@H](C)CN[C@@H](C)CO3)c1	-1	-2	54*	-2	11	-12[16.7 µM]	0.0	0
C[C@H](CO)N1C[C@H](C)[C@H](CN(C)C)Oc2c(NS(C)(=O)=O)cccc2C1=O	2	14	5	-1	-7	0[16.7 µM]	-0.9	-2

Some entries already given with just miR-122 sensor:
SMILES,miR-122 sensor
COc1ccc(/C=N/N(C)C2=NS(=O)(=O)c3ccccc32)cc1,-7
O=C1OCCN1C(=O)[C@H]1[C@H](c2ccc(F)cc2)C(c2ccc(F)cc2)=NN1c1ccccc1,-9
CCC(=O)N1[C@@H]2Cn3c(ccc(/C=C/c4ccccc4)c3=O)[C@H]1[C@@H](C(=O)N1CCOCC1)[C@@H]2CO,-8[16.7 µM]

The list continues.
SMILES	Cneo AK release	PGC1a acetyl inh	RAD52 anneal inh	PglD inh	RAD54 branch	miR-122 sensor	E-selectin induc	ERAP1 inh
COc1ccc2nc(NC(=O)CSc3nnc(N)s3)sc2c1	0	-6	-6	-2	2	-10	.	-3
Cc1ccc(-c2nc(N)n(C(=O)Cc3ccccc3)n2)cc1	-1	0	.	0	-2	-2	.	.
[O-]/[N+](=N\Nc1ccc(Cl)cc1)c1ccccc1	-1	12	-5	1	7	-1	-0.1	-2
CCN(CC)CCNC(=O)C12CC3CC(C)(CC(C)(C3)C1)C2	0	0	.	-2	-8	0	.	.
O=C(O)CN1C(=O)CCS(=O)c2ccccc21 (stereo not given)	2	-10	-3	-4	0	2	.	.
COc1ccc(S(=O)(=O)N2CCC(C(=O)NN3CCCCC3)CC2)cc1	-1	-1	-3	2	3	0	-0.3	3
O=C(NCC[C@H]1CC[C@@H](NC(=O)c2cccnc2)[C@H](CO)O1)Nc1ccc(C(F)(F)F)cc1	-29	5	5	4	3	.	0.0	4
O=S(=O)(Cc1ccccc1)N1CCCCN2[C@H](CO)[C@H](c3ccc(-c4ccccc4)cc3)[C@H]2C1	5	-2	-30	8	3	8[16.7 µM]	-1.0	.
CC(=O)NN1C(=O)/C(=C/c2ccc(Br)o2)SC1=S	-13	-2	.	-6	-20	-8	.	.
COC(=O)c1nccc2c1[nH]c1ccccc12	1	-6	-22	0	24	-3	.	.
CCNC(=O)[C@@H]1[C@@H](CO)[C@@H]2Cn3c(ccc(-c4ccncc4)c3=O)[C@@H]2N1Cc1cc(F)ccc1F	1	.	-16	3	15	24[16.7 µM]	0.0	2
CN(CCc1ccccn1)c1ncnc2[nH]ncc12	0	10	.	-2	-3	11	.	.
CCN(CC(=O)Nc1c(F)cccc1F)C(=O)c1ccc(OCC(=O)N2CCOCC2)c(OC)c1	4	2	3	4	10	-2	-0.6	-1
O=C(N[C@H]1CC[C@@H](CCn2cc(-c3ccccn3)nn2)O[C@H]1CO)c1ccncc1	3	7	-14	2	1	.	-0.3	-2
CC(=O)c1ccc(NC(=O)C2=CC(c3ccc4c(c3)OCO4)=NS(=O)(=O)N2C)cc1	-8	0	-31	5	3	-1	.	-1

The last 2 compounds of the part before lead into the next.
SMILES	Cneo AK release	PGC1a acetyl inh	RAD52 anneal inh	PglD inh	RAD54 branch	miR-122 sensor	E-selectin induc	ERAP1 inh
O=C(N[C@H]1CC[C@@H](CCn2cc(-c3ccccn3)nn2)O[C@H]1CO)c1ccncc1	3	7	-14	2	1	.	-0.3	-2
CC(=O)c1ccc(NC(=O)C2=CC(c3ccc4c(c3)OCO4)=NS(=O)(=O)N2C)cc1	-8	0	-31	5	3	-1	.	-1
COc1ccc(NC(C)=O)cc1NC(=O)c1cccc(S(=O)(=O)N2CCc3ccccc32)c1	1	-8	-7	-2	6	-9	0.2	0
O=C(CC1CCCCC1)NCc1ccccc1	12	-21	-6	-1	-4	-4	0.0	2
CCc1nc2c(OCCOC)cccn2c1N(C)C(=O)c1ccco1	0	0	-12	0	-5	0	0.5	2
O=c1[nH]nc(CNc2ccc(C(F)(F)F)cc2)c2ccccc12	2	.	.	3	-5	-5	.	.
COc1cc(CC(=O)OCC(=O)NCCc2ccc(S(N)(=O)=O)cc2)cc(OC)c1OC	0	7	-26	0	3	8	.	3
C[C@@H]1CN([C@H](C)CO)C(=O)c2cc(C3=CCCC3)cnc2O[C@@H]1CN(C)C(=O)Cc1ccncc1	-5	13	-3	-2	3	-9[16.7 µM]	0.5	2
Cc1noc(C)c1NC(=O)N(C)C[C@@H]1OCCCC[C@@H](C)Oc2ccc(NS(=O)(=O)c3ccccc3)cc2C(=O)N([C@@H](C)CO)C[C@H]1C	-5	1	5	-2	-1	13[16.7 µM]	-0.1	-3
CO[C@H]1CN(C)C(=O)c2ccc(NS(=O)(=O)c3ccc(Cl)cc3)cc2OC[C@@H](C)NC[C@H]1C	2	2	12	4	-22	6[16.7 µM]	1.7	.
C[C@@H]1CN([C@@H](C)CO)C(=O)Cc2cc(NC(=O)Nc3ccc4c(c3)OCO4)ccc2O[C@@H]1CN(C)Cc1ccccc1	-5	-9	2	-4	5	-7[16.7 µM]	0.3	0
C[C@@H]1CN([C@H](C)CO)C(=O)c2cc(NC(=O)Nc3cccc4ccccc34)ccc2O[C@@H]1CN(C)S(C)(=O)=O	2	7	-5	-5	-3	5[16.7 µM]	.	1
CC(C)(C)c1ccc(OCc2ccc(C(=O)Nc3cccnc3)o2)cc1	-2	-11	-17	-1	-8	3	.	-3
CSc1ccccc1NC(=O)c1csc(C)c1	-19	.	-10	1	5	.	1.0	2
C[C@H](CO)N1C[C@H](C)[C@H](CN(C)S(=O)(=O)c2cccs2)Oc2ccc(NS(=O)(=O)c3cn(C)cn3)cc2C1=O	56	1	1	2	-4	0[16.7 µM]	0.0	1
O=C(Oc1ccc2ccc(O)cc2c1)c1ccccc1Cl	-6	.	-5	-3	1	.	0.2	-1
C[C@@H]1CN([C@H](C)CO)C(=O)Cc2cc(NS(=O)(=O)c3ccc(Cl)cc3)ccc2O[C@@H]1CN(C)Cc1ccc2c(c1)OCO2	43	-13	1	0	4	-3[16.7 µM]	0.1	3

Single entries from the results shown.
PglD inh with O=C(O)CN1C(=O)CCS(=O)c2ccccc21 (stereo not given) is entered as -4
RAD52 anneal inh with CSc1ccccc1NC(=O)c1csc(C)c1 is entered as -10

(list continues)
SMILES	Cneo AK release	PGC1a acetyl inh	RAD52 anneal inh	PglD inh	RAD54 branch	miR-122 sensor	E-selectin induc	ERAP1 inh
COc1ccc2c3c([nH]c2c1)[C@H](CO)N(S(C)(=O)=O)CC31CCN(C(=O)c2ccccc2)CC1	.	-8	11	.	.	.	0.0	-4
Cn1c(SCC(=O)OC2CCCCC2)nnc1-c1ccco1	1	7	.	-1	-2	-1	.	.
CC(=O)c1cccc(NC(=O)c2cc(-c3cccs3)on2)c1	0	.	-9	11	-1	.	0.3	0
CC1CN(C(=S)Nc2ccc(Br)cc2Cl)CC(C)O1 (stereo not given)	1	.	3	-3	7	.	-0.8	6
CCOC(=O)C1=C(C)N(CC(C)C)C(=O)/C1=C\c1ccc(OCC(=O)Nc2ccccc2)cc1	0	-4	.	2	-14	-6	.	.
CC(=O)N1[C@H](Cc2ccccc2)C=C[C@]1(C)C(=O)NCCN1CCOCC1	0	-3	-3&-7	-3	1	3	-0.1	-2&0
COc1ccccc1NC(=O)N(C)C[C@H]1OCc2ccccc2-c2c(n(C)c3ccccc23)C(=O)N([C@H](C)CO)C[C@H]1C	.	-4	.	-2	-2	.	-0.3	.
CCOc1ccc(NC(=O)CN2CCN(CC(=O)Nc3cc(OC)cc(OC)c3)CC2)cc1	0	-9	.	-3	-9	-7	.	.
CCOc1ccccc1NC(=O)C1CCCN(C(=O)NCc2ccccc2)C1 (stereo not given)	-2	.	.	-5	0	5	.	.
CCN(CC)S(=O)(=O)c1ccc(OC)c(NS(=O)(=O)Cc2ccccc2)c1	-2	4	2	-7	-5	-2	0.3	17
O=C(c1cccc(F)c1)N1C[C@H]2[C@@H](c3ccccc31)[C@H](CO)N2C(=O)C1CCCC1	-3	-10	13	1	-1	0[16.7 µM]	0.2	-1

Ordered by length of the SMILES (rising): part of the list above.
SMILES	Cneo AK release	PGC1a acetyl inh	RAD52 anneal inh	PglD inh	RAD54 branch	miR-122 sensor	E-selectin induc	ERAP1 inh
CC(=O)c1cccc(NC(=O)c2cc(-c3cccs3)on2)c1	0	.	-9	11	-1	.	0.3	0
CCOC(=O)C1=C(C)N(CC(C)C)C(=O)/C1=C\c1ccc(OCC(=O)Nc2ccccc2)cc1	0	-4	.	2	-14	-6	.	.
COc1ccc2c3c([nH]c2c1)[C@H](CO)N(S(C)(=O)=O)CC31CCN(C(=O)c2ccccc2)CC1	.	-8	11	.	.	.	0.0	-4
COc1ccccc1NC(=O)N(C)C[C@H]1OCc2ccccc2-c2c(n(C)c3ccccc23)C(=O)N([C@H](C)CO)C[C@H]1C	.	-4	.	-2	-2	.	-0.3	.

No enrichment for hits; any-hit rate near 1.4%.
